Source: PubChem BioAssay (NCI)
NCI-60 one-dose screen, 48 h, at 10 µM unless noted. Numbers give growth in % (100 = growth as untreated, 0 = no growth, -100 = all killed).
SK-MEL-2 = SK-MEL-2 melanoma. actives 4.7% (n = 77,000). AID 1794763
LOX IMVI = LOX IMVI melanoma; actives 7.4% (n = 79,000); AID 1794757
BT-549 = BT-549 breast cancer. actives 4.4% (n = 78,000)
MALME-3M = MALME-3M melanoma; actives 5.8% (n = 78,000); AID 1794766
UACC-62 = UACC-62 melanoma; actives 5.4% (n = 81,000)
T-47D = T-47D breast cancer; actives 5% (n = 79,000); AID 1794792
UACC-257 = UACC-257 melanoma. actives 4.4% (n = 78,000). AID 1794764
HS 578T = HS 578T breast cancer; AID 1794788; actives 4.1% (n = 78,000)
* marks the source's active call; other numbers are inactive results; x = not tested or not shown; & = joins results of further samples. Rule for the calls: active = growth percent below 10; inactive = the rest. Only part of the results is shown; count on the stated rates, not on these rows.

No. | mol | SK-MEL-2 | LOX IMVI | BT-549 | MALME-3M | UACC-62 | T-47D | UACC-257 | HS 578T
1 | COc1cc(N2CCC(N3CCN(C)CC3)CC2)ccc1Nc1ncnc(Nc2ccccc2S(=O)(=O)C(C)C)n1 | x | 103 | 104 | 106 | 102 | 75 | 108 | x
2 | C/C=C\C1=C(C(=O)O)N2C(=O)C(NC(=O)C(N)c3ccc(O)cc3)C2SC1 (centres undefined) | 101 | 102 | 109 | 95 | 101 | 95 | 92 | 101
3 | CC1=NN(c2ccccc2)C(=O)C1 | 111&123&127 | 90&101&97 | 105&110&109 | 99&118&105 | 94&105&109 | 95&97&113 | 115&106 | 93&103&127
4 | NS(=O)(=O)c1cccc(N2C(=O)C3CC=CCC3C2=O)c1 (centres undefined) | 101 | 99 | 110 | 91 | 103 | 94 | 108 | 105
5 | Cn1cc(C(=O)c2nc(-c3cn(C)c4ccc(Br)cc34)no2)c2ccccc21 | 113 | 100 | 104 | 90 | 92 | 87 | 86 | 101
6 | Cc1nc2ccc(-n3ncc(C(=O)c4cc5ccccc5[nH]4)c3N)cc2[nH]1 | x | 15 | 54 | 65 | 44 | 35 | 80 | x
7 | C[C@H]1COc2c(N3CCN(C)CC3)c(F)cc3c(=O)c(C(=O)O)cn1c23 | 110 | 94 | 113 | 105 | 100 | 115 | 109 | 105
8 | Cn1c(Nc2ccc(C(F)(F)F)cc2)nc2cc(Oc3ccnc(-c4ncc(C(F)(F)F)[nH]4)c3)ccc21 | x | 34 | 38 | -12* | 8.7* | 48 | 12 | x
9 | O=c1cc[nH]c(=O)[nH]1 | 81 | 98&98 | 101&102 | 103&110 | 102&110 | 111 | 76&102 | 99&122
10 | [2H]C1([2H])NCCN(c2ccc(Nc3ncc4c(C)c(C(C)=O)c(=O)n(C5CCCC5)c4n3)nc2)C1([2H])[2H] | 71 | 44 | 98 | 61 | 58 | 75 | 88 | 64
11 | CC(C)(C)c1cnc(CSc2cnc(NC(=O)C3CCNCC3)s2)o1 | x | 6.6* | 0.8* | -41* | -50* | -7.8* | -25* | x
12 | Cn1cc(-c2nc(N)nnc2-c2c[nH]c3ccccc23)c2ccccc21 | 100 | 88 | 91 | 90 | 87 | 67 | 101 | 88

Next section (3 carried over from the part before).
No. | mol | SK-MEL-2 | LOX IMVI | BT-549 | MALME-3M | UACC-62 | T-47D | UACC-257 | HS 578T
10 | [2H]C1([2H])NCCN(c2ccc(Nc3ncc4c(C)c(C(C)=O)c(=O)n(C5CCCC5)c4n3)nc2)C1([2H])[2H] | 71 | 44 | 98 | 61 | 58 | 75 | 88 | 64
11 | CC(C)(C)c1cnc(CSc2cnc(NC(=O)C3CCNCC3)s2)o1 | x | 6.6* | 0.8* | -41* | -50* | -7.8* | -25* | x
12 | Cn1cc(-c2nc(N)nnc2-c2c[nH]c3ccccc23)c2ccccc21 | 100 | 88 | 91 | 90 | 87 | 67 | 101 | 88
13 | C=CCSc1nc(NC(=O)CN2CCN(c3cc4c(cc3F)c(=O)c(C(=O)O)cn4C3CC3)CC2)cc(=O)[nH]1 | 105 | 92 | x | 91 | 93 | 89 | 100 | 105
14 | Cn1cc(-c2cnc3ccc4ccc(CS(=O)(=O)NCc5ccccn5)cc4c(=O)c3c2)cn1 | x | 73 | 63 | 75 | 59 | 60 | 42 | x
15 | O=C1NC(=O)[C@@]2(CCOc3ccc(F)cc32)N1 | 108 | 101 | 100 | 106 | 107 | 99 | x | 121
16 | Nc1cc(-c2ccncc2)c[nH]c1=O | x | 92 | 94 | 123 | 109 | 114 | 111 | 110
17 | O=C(Nc1ccc(Cl)cc1)Nc1ccc(Cl)c(C(F)(F)F)c1 | 3.6* | 3.5* | 14 | -31* | 24 | -5.4* | 2.8* | 20
18 | Cn1cc(-c2nnc(-c3cn(C)c4ncccc34)s2)c2cc(F)ccc21 | 101 | 97 | 90 | 75 | 89 | 94 | 104 | 110
19 | COc1ccc(/C=C/C(C)=N/OC(C)C(=O)NC(C)C)cc1 (centres undefined) | x | 98 | 108 | 104 | 101 | 98 | 100 | 106
20 | O=C(NC[C@H](O)CN1CCc2ccccc2C1)c1cc(NC2COC2)ncn1 | 94 | 94 | 98 | 93 | 92 | 83 | 116 | 122
21 | COc1ccc2c(c1)c(-c1nnc(N)nc1-c1cn(C)c3ccc(OC)cc13)cn2C | 102 | 90 | 91 | 100 | 92 | 80 | 108 | 89
22 | C[C@@H](NC(=O)c1ncnc(N)c1Cl)c1ncc(C(=O)Nc2cc(C(F)(F)F)c(Cl)cn2)s1 | x | 36 | 110 | 3.2* | -0.8* | 92 | -14* | x
23 | COc1ccc(N=N/C(C(=O)C(F)(F)F)=C(\O)c2ccc(Cl)cc2)cc1 | 57 | 24 | 78 | 86 | 15 | 70 | 77 | 71
24 | O=C(Nc1ccccc1)Nc1ccc2nc(NS(=O)(=O)c3ccc4ccccc4c3)sc2c1 | 104 | 96 | 105 | 105 | 99 | 103 | 108 | 106

Complete entries from above. Values in the order: SK-MEL-2 | LOX IMVI | BT-549 | MALME-3M | UACC-62 | T-47D | UACC-257 | HS 578T
C=CCSc1nc(NC(=O)CN2CCN(c3cc4c(cc3F)c(=O)c(C(=O)O)cn4C3CC3)CC2)cc(=O)[nH]1 across the screens: 105 | 92 | x | 91 | 93 | 89 | 100 | 105
Cn1cc(-c2cnc3ccc4ccc(CS(=O)(=O)NCc5ccccn5)cc4c(=O)c3c2)cn1 across the screens: x | 73 | 63 | 75 | 59 | 60 | 42 | x
Cn1cc(-c2nnc(-c3cn(C)c4ncccc34)s2)c2cc(F)ccc21 across the screens: 101 | 97 | 90 | 75 | 89 | 94 | 104 | 110
NS(=O)(=O)c1cccc(N2C(=O)C3CC=CCC3C2=O)c1 (centres undefined) across the screens: 101 | 99 | 110 | 91 | 103 | 94 | 108 | 105
Cn1c(Nc2ccc(C(F)(F)F)cc2)nc2cc(Oc3ccnc(-c4ncc(C(F)(F)F)[nH]4)c3)ccc21 across the screens: x | 34 | 38 | -12* | 8.7* | 48 | 12 | x

Back to the main list; the four compounds before the break are reprinted first.
No. | mol | SK-MEL-2 | LOX IMVI | BT-549 | MALME-3M | UACC-62 | T-47D | UACC-257 | HS 578T
21 | COc1ccc2c(c1)c(-c1nnc(N)nc1-c1cn(C)c3ccc(OC)cc13)cn2C | 102 | 90 | 91 | 100 | 92 | 80 | 108 | 89
22 | C[C@@H](NC(=O)c1ncnc(N)c1Cl)c1ncc(C(=O)Nc2cc(C(F)(F)F)c(Cl)cn2)s1 | x | 36 | 110 | 3.2* | -0.8* | 92 | -14* | x
23 | COc1ccc(N=N/C(C(=O)C(F)(F)F)=C(\O)c2ccc(Cl)cc2)cc1 | 57 | 24 | 78 | 86 | 15 | 70 | 77 | 71
24 | O=C(Nc1ccccc1)Nc1ccc2nc(NS(=O)(=O)c3ccc4ccccc4c3)sc2c1 | 104 | 96 | 105 | 105 | 99 | 103 | 108 | 106
25 | Cc1cc(-c2nc(-c3ccc(OC(F)(F)F)cc3)no2)nn1Cc1ccnc(N2CCN(C3CC3)CC2)c1 | 69 | 37 | 55 | 102 | 56 | 37 | 50 | 98
26 | COc1ccc(CN(CCN(C)C)c2ccccn2)cc1 | 121&121 | 101&100 | 108&112 | 111&117 | 100 | 107&117 | 104&112 | 121
27 | Cn1ncc(Cl)c1-c1cc(C(=O)N[C@H](CN)Cc2ccc(F)c(F)c2)oc1Cl | x | -89* | -66* | -79* | -79* | -51* | -89* | x
28 | CCC[C@H](N[C@@H](C)C(=O)N1[C@H](C(=O)O)C[C@@H]2CCCC[C@@H]21)C(=O)OCC | 112 | 90 | 113 | 94 | 104 | 124 | 98 | 98
29 | N=C(N=C(N)N)N1CCOCC1 | 99&111 | 93&102 | 103&115 | 108&91 | 100&105 | 95&91 | 104&107 | 100&105
30 | Cc1ccc([C@@H]2C[C@@H]3Cc4ccc5ccccc5c4N2O3)s1 | x | 83 | 106 | x | 63 | 88 | 93 | 99
31 | CN1CCC(=C2c3ccccc3CCc3sccc32)CC1 | 94 | 90 | 93 | 85 | 97 | 82 | 83 | 90
32 | COc1cc2nc(N3CCN(C(=O)C4COc5ccccc5O4)CC3)nc(N)c2cc1OC (centres undefined) | 94&112 | 99&94&88 | 105&97&87 | 96&83&113 | 103&101&102 | 96&94&91 | 106&106&101 | 118&94
33 | O=C(O)[C@@H]1[C@H]2C[C@H]3c4[nH]c5ccccc5c4CCN3C[C@@H]2CC[C@@H]1O | 31 | 103 | x | 66 | 99 | 114 | 105 | 102
34 | COc1ccccc1OCC(O)COC(N)=O (centres undefined) | 107 | 96 | 108 | 99 | 108 | 105 | 103 | 111
35 | O=C(Nc1ccc(Cl)c(Cl)c1)Nc1ccc2nc(NS(=O)(=O)c3ccc4ccccc4c3)sc2c1 | 101 | 97 | 113 | 105 | 83 | 90 | 102 | 94
36 | COc1ccc2c(c1)c(-c1nnc(N)nc1-c1c[nH]c3ccc(Br)cc13)cn2C | 109 | 101 | 102 | 92 | 69 | 93 | 101 | 98

Remaining list, next part:
No. | mol | SK-MEL-2 | LOX IMVI | BT-549 | MALME-3M | UACC-62 | T-47D | UACC-257 | HS 578T
37 | COc1ccc(C2=NN(c3ccc(S(N)(=O)=O)cc3)C(c3ccc(N(C)C)cc3)C2)c(OC)c1 (centres undefined) | 106 | 99 | 109 | 105 | 90 | 89 | 97 | 104
38 | CCN(CCCOc1ccc2c(Nc3cc(CC(=O)Nc4cccc(F)c4)[nH]n3)ncnc2c1)CCOP(=O)(O)O | x | 42 | 76 | 32 | 54 | 74 | 50 | x
39 | COC(=O)c1cccnc1 | 93 | 96 | 85 | 112 | 91 | 118 | 90 | 99
40 | CC(Oc1c(Cl)cccc1Cl)C1=NCCN1 (centres undefined) | x | 98 | 100 | 117 | 108 | 102 | 110 | 112
41 | CCN(CC)CCOc1ccccc1C(=O)CCc1ccccc1 | 81 | 94 | 101 | 95 | 95 | 90 | x | 104
42 | O=C(O)C(O)C(O)C(O)C(O)C(=O)O (centres undefined) | 100 | 99 | 110 | 88 | 103 | 103 | 105 | 100
43 | NS(=O)(=O)c1cc2c(cc1C(F)(F)F)NC(Cc1ccccc1)NS2(=O)=O (centres undefined) | 95 | 95 | 97 | 94 | 101 | 101 | 113 | 107
44 | CC[C@]1(O)CC2CN(CCc3c([nH]c4ccccc34)[C@@](C(=O)OC)(c3cc4c(cc3OC)N(C)[C@H]3[C@@](O)(C(=O)OC)[C@H](OC(C)=O)[C@]5(CC)C=CCN6CC[C@]43[C@@H]65)C2)C1 (some centres undefined) | 34 | 19 | 34 | 38 | x | x | 62 | 30
45 | c1ccc2c(CC3=NCCN3)cccc2c1 | 110&132 | 99&92 | 97&101 | 113&104 | 106&108 | 111&106 | 97&101 | 100&107
46 | Nc1nccs1 | 120 | 98 | 94 | x | 101 | 105 | 92 | 110
47 | COc1cc(Nc2c(C#N)cnc3cc(OCCCN4CCN(C)CC4)c(OC)cc23)c(Cl)cc1Cl | x | 33 | 85 | 1.1* | 9.8* | 59 | -8.0* | x
48 | Cc1cc2c(s1)Nc1ccccc1N=C2N1CCN(C)CC1 | 85 | 98 | 101 | 101 | 94 | 84 | 84 | 93
